Bioassay records (PubChem BioAssay)
Mcl1-Noxa inh: Mcl-1/Noxa interaction inhibition. Q07820. TR-FRET Mcl-1/Noxa peptide binding, 2 h. inhibition, % at 21.7 µM. hit rate 1.5% among 220,000;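 active = compounds that cut the protein-peptide binding signal by more than 50% relative to plate controls in a single-dose test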;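 also: His-tagged Mcl-1 with rhodamine Noxa BH3 peptide and terbium anti-His antibody; 0% = Mcl-1 plus Noxa peptide wells and 100% = peptide-only wells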
Target sequence (Q07820 whole entry, looked up): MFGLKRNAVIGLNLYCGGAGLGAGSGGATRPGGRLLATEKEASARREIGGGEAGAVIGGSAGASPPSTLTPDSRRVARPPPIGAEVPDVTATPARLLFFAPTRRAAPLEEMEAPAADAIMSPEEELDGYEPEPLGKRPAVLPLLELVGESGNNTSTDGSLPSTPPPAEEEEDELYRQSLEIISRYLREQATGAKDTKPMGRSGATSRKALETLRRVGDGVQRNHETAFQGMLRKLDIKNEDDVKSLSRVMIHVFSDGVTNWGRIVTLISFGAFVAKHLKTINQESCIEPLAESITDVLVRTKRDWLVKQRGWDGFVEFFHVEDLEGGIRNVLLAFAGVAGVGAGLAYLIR
Rab7 wt GTP bind: alters GTP binding to wildtype dog Rab7; hit rate 0.055% among 190,000; GTP binding activity (percent of control), % at 10 µM; AID 758; GST-Rab7 beads, fluorescent GTP binding, flow cytometry; actives lie on both sides; untreated = 100%, excess cold GTP = 0%;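 active = fluorescent GTP binding to Rab7 beads changed by at least 20 points from the 100% baseline, either direction, mostly lower; inconclusive = compound itself probably fluorescent, or too few beads counted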;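 also: median green fluorescence of bound Bodipy-FL-GTP per Rab7 bead population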
Pf gamet viab: P. falciparum stage V gametocyte viability inhibition | AID 743093 | P. falciparum stage V gametocytes, ATP luminescence, 24 h | inhibition, % at 10.9 µM | hit rate 0.065% among 150,000;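 active = inhibition above the mean plus 3 SD of compounds within the control limits, set per campaign, cut at about 38% in these data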;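 also: 0% = DMSO wells and 100% = medium only without gametocytes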
ABCG2 block: inhibitors of human ABCG2 transporter, ABCB1 counter-screen; Q9UNQ0; AID 1325; IgMXP3 cells, JC-1 efflux, flow cytometry; inhibition, % at 6.6 µM; hit rate 0.1% among 190,000;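 active = inhibition above 80%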;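 also: 0% = DMSO and 100% = nicardipine control wells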
Target sequence (Q9UNQ0 whole entry, looked up): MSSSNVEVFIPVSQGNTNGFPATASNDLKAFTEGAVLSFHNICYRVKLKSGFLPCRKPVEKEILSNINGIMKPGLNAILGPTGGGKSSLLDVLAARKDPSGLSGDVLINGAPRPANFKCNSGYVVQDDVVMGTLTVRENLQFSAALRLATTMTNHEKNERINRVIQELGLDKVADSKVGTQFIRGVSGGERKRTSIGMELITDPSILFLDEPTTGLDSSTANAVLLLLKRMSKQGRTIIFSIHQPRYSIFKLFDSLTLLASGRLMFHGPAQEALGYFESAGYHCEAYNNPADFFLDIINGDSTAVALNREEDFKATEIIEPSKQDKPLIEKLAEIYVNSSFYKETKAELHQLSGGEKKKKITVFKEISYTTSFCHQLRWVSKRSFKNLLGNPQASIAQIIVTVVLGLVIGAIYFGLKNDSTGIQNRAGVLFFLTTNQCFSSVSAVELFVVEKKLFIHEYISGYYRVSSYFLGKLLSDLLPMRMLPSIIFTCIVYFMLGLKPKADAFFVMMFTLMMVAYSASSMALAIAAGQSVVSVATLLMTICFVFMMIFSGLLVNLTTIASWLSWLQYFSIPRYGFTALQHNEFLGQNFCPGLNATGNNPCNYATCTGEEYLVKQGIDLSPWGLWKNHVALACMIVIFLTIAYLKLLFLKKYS
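Assay system – ABCG2 IgMXP3 and barcoded ABCB1 CCRF-Adr cell mix · Input – 3 million cells/mL in well · Reagent – JC-1 fluorescent substrate · Compound – single test compound dose, 6.6 µM final · Timing – 10 min exposure at 25 °C with rotation, no wash · Detection – flow cytometry of retained JC-1 fluorescence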
Rac1 act GTP bind: modulators of GTP binding to human Rac1 activated mutant | P63000 | GST-Rac1 activated beads, fluorescent GTP binding, flow cytometry; actives lie on both sides; 100% means binding = to untreated wells | percent activity (GTP binding), % at 10 µM | hit rate 0.11% among 190,000;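 active = GTP binding at least 20 percentage points away from the 100% baseline, in either direction, so actives lie on both sides; inconclusive = Compound likely fluorescent itself, or too few beads counted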
Rac1 wt GTP bind: modulators of human Rac1 wildtype GTP binding; P63000; GST-Rac1 beads, fluorescent GTP binding, flow cytometry; actives lie on both sides; 0 = cold GTP competed, 100 = untreated; GTP binding activity (% of control), % at 10 µM; hit rate 0.27% among 190,000; AID 757;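 active = GTP binding activity at least 20 points away from the 100% control level, either lower or higher; inconclusive = compound flagged as likely green fluorescent, judged across all proteins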
ABCB1 block: human ABCB1 inhibition, ABCG2 as counter-screen; CCRF-Adr cells, JC-1 efflux, flow cytometry; inhibition, % at 6.6 µM; hit rate 0.067% among 190,000; P08183; AID 1326; in the data active = inhibition above about 40%;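 also: 0% = vehicle and 100% = reference inhibitor; higher value means more JC-1 retained so stronger ABCB1 efflux block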
Avidin bead fluor: avidin bead compound fluorescence profile; Avidin beads, compound fluorescence 488/530 nm, flow cytometry; hits give high values; fluorescence (KMESF) at 10 µM; hit rate 0.38% among 220,000; AID 1775; in the data active = fluorescence above about 47; also: inactives centre near 10
HRas wt GTP: changes GTP binding to wildtype human HRas | GTP binding activity, % at 10 µM | hit rate 0.14% among 190,000 | GST-Ras wt beads, Bodipy-FL-GTP binding, flow cytometry; actives lie on both sides | P01112;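 active = GTP binding activity at least 20% away from the 100% baseline, either lowered as inhibitor or raised as activator; inconclusive = flagged as likely green fluorescent, judged across all proteins in the well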;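 also: 0% = unlabeled GTP competition control and 100% = no-compound control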
Cdc42 wt: modulators (inhibitors or activators) of GTP binding to human Cdc42 wildtype; P60953; GST-Cdc42 beads, Bodipy-GTP binding, flow cytometry; actives lie on both sides; percent activity (GTP binding), % at 10 µM; hit rate 0.2% among 190,000; AID 761;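 active = percent activity GTP binding at least 20 points away from the 100% baseline, either down as inhibitor or up as activator; inconclusive = compound flagged as likely green fluorescent from well-wide comparison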;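 also: median bead fluorescence of bound Bodipy-FL-GTP at 100 nM; 0% = excess unlabeled GTP control and 100% = no compound control; below 100% means less GTP binding so inhibitor and above means activator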
Rab2 wt GTP: changes GTP binding to wildtype dog Rab2A, up or down. GST-Rab2 wt beads, Bodipy-GTP binding, flow cytometry. GTP binding activity, % at 10 µM. hit rate 0.19% among 190,000;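 active = GTP binding activity at least 20 points away from 100%, either lowered or raised; inconclusive = signal likely due to the compound's own green fluorescence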;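 also: 0% = beads with excess unlabeled GTP and 100% = no-compound control corrected for plate trend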
* = called active by the depositor; ? = inconclusive; . = no result given.

SMILES	Mcl1-Noxa inh	Rab7 wt GTP bind	Pf gamet viab	ABCG2 block	Rac1 act GTP bind	Rac1 wt GTP bind	ABCB1 block	Avidin bead fluor	HRas wt GTP	Cdc42 wt	Rab2 wt GTP
C[C@@H]1C[C@H]2[C@@H]3C[C@H](F)C4=CC(=O)C=C[C@]4(C)[C@@]3(F)[C@@H](O)C[C@]2(C)[C@@]1(O)C(=O)CO	8	99	.	1	100	100	0.5	10	100	108	102
COc1ccc(C2C(C#N)=C(N)Oc3cc(O)ccc32)cc1OC (stereo unspecified)	6	101	-10	-3	100	108	0.1	6	99	99	100
Cc1cccc(OCC(=O)NCCN2CCOCC2)c1	-28	100	-2	2	95	97	0.2	26	99	100	98
COc1ccccc1NC(=O)c1ccc(NC(=O)CSc2n[nH]c(N)n2)cc1	26	97	12	-13	97	102	-1.8	12	96	102	97
COc1cccc(C2(O)CCN(C(=O)C3CCC3)CC2)c1	-10	95	.	0	96	98	0.0	7	97	99	97
CC(=O)N1CC=CC1(C)C(=O)O (stereo unspecified)	16	101	15	4	102	107	0.8	10	103	104	101
O=C(Nc1cccnc1Cl)c1cccc(F)c1	-16	101	.	2	93	95	-0.3	8	95	92	98
Cc1cc(C)n(CCC(=O)Nc2cccc(F)c2)n1	6	106	5	8	101	101	1.0	9	99	99	102
C=CCn1c(SCC(=O)N(C)C2CCS(=O)(=O)C2)nnc1-c1ccncc1 (stereo unspecified)	13	102	.	2	99	102	0.3	35	103	104	104
Cc1cc(=O)[nH]c(SCC(=O)c2ccc(C)c(C)c2)n1	12	101	.	3	97	101	0.1	23	99	99	101
CC(Sc1ncc(C#N)c(N)n1)C(=O)Nc1ccccc1 (stereo unspecified)	23	104	.	11	96	101	0.2	10	99	97	99
C=CCOc1ccc(NC(=O)C(=O)NCCCn2ccnc2)cc1	3	99	28	12	100	102	2.7	9	103	100	102
CC1CCCCN1S(=O)(=O)c1ccc(C(=O)Nc2nnc(-c3ccccn3)o2)cc1 (stereo unspecified)	-19	107	-14	5	93	92	-0.7	5	92	93	97
O=C(Nc1ccc(O)c(-c2nc3ccccc3o2)c1)C1(c2ccccc2)CCCC1	-51	102	.	4	99	108	0.0	22	102	104	100
CCOc1ccc(C2=[N+]([O-])C(C)(C)N(O)C2(C)C)cc1	-10	100	.	-4	99	111	-0.1	8	100	104	103
O=C(Cn1nc(C(F)F)cc1C(F)F)NNC(=S)Nc1ccc(Cl)cc1	-23	95	.	1	98	98	0.2	36	99	101	98
CCOC(=O)c1nc2sc(C)c(C)c2c(=O)[nH]1	2	97	-5	0	94	95	-0.2	30	97	97	96
CCCc1cc(C(=O)Nc2ccccc2SC)no1	32	96	.	3	97	101	0.0	27	96	101	95
O=C(CSc1ccc(-c2ccco2)nn1)NCc1ccccc1	17	101	15	1	101	106	0.3	12	102	103	99
O=C1CN(C(=O)COC(=O)c2cccc(S(=O)(=O)NCc3ccccc3)c2)c2ccccc2N1	31	106	.	3	98	105	0.5	17	107	106	104
CN(C(=O)CC(=O)Nc1ccc(Cl)c(Cl)c1)c1ccccc1	10	106	.	10	95	100	0.4	8	96	97	98
Cc1[nH]c(=O)[nH]c(=O)c1S(=O)(=O)N1CCCC(C(=O)NCc2ccco2)C1 (stereo unspecified)	3	99	14	3	99	98	0.8	13	100	100	99
COc1ccc(-n2c(C)nn(CC3CC3)c2=O)cc1	-8	96	15	0	95	99	0.3	9	100	99	100
O=C(Nc1ccc(N2CCOCC2)cc1)Nc1ccc2nsnc2c1	61*	97	-18	-1	99	98	-3.9	9	98	98	99
COc1ccc(NC(=O)CSc2nnc(-c3ccccc3)n2N)cc1	0	94	-13	3	99	104	0.4	34	102	100	103
CCn1ncc(C2=NOC(C(=O)NCc3ccc(OC)cc3)C2)c1C (stereo unspecified)	9	102	9	0	100	107	0.2	10	104	104	102
Cn1c(=O)c([N+](=O)[O-])c(NCCc2ccccc2)c2ccccc21	9	97	.	12	97	93	2.0	17	97	95	95
CN(CC(=O)Nc1ccc(N2CCOCC2)cc1)CC(=O)Nc1ccc(C(F)(F)F)cc1	-2	95	-15	14	97	101	0.6	7	96	95	97
COc1ccc(NC(=O)CN(C)S(=O)(=O)c2ccc(Cl)cc2)c([N+](=O)[O-])c1	-9	102	.	2	98	99	0.3	12	98	98	100
CC(=O)c1ccc(S(=O)(=O)Nc2ccc(-c3cn4c(n3)SCC4)cc2)cc1	65*	105	7	0	99	105	2.6	11	103	104	104
CCNC(=O)C1CCCN(c2nc(C)cc(C)n2)C1 (stereo unspecified)	3	102	-23	2	97	100	0.5	10	100	99	99
Cc1nnc2ccc(-c3ccc(NS(C)(=O)=O)cc3)nn12	9	106	.	2	94	94	0.0	9	92	89	94
CCCCn1nnnc1NCc1cccc(OC)c1OC	-9	102	.	1	99	103	0.4	38	103	104	100
O=C(c1cc(COc2ccc(F)cc2Cl)on1)N(Cc1ccncc1)CC1CCCO1 (stereo unspecified)	5	105	-28	4	96	99	2.7	3	98	97	99
N=C1C(c2nc3ccccc3s2)=C(O)CN1NC(=O)c1ccc([N+](=O)[O-])cc1	31	98	24	3	84	90	-0.2	10	89	86	89
CCCCN(CC)S(=O)(=O)c1c(C)[nH]c(=O)[nH]c1=O	9	97	2	1	95	98	0.1	28	96	94	93

2 records drawn at random from those above, as already listed:
SMILES	Mcl1-Noxa inh	Rab7 wt GTP bind	Pf gamet viab	ABCG2 block	Rac1 act GTP bind	Rac1 wt GTP bind	ABCB1 block	Avidin bead fluor	HRas wt GTP	Cdc42 wt	Rab2 wt GTP
CCOC(=O)c1nc2sc(C)c(C)c2c(=O)[nH]1	2	97	-5	0	94	95	-0.2	30	97	97	96
Cc1cc(=O)[nH]c(SCC(=O)c2ccc(C)c(C)c2)n1	12	101	.	3	97	101	0.1	23	99	99	101

New compounds follow
SMILES	Mcl1-Noxa inh	Rab7 wt GTP bind	Pf gamet viab	ABCG2 block	Rac1 act GTP bind	Rac1 wt GTP bind	ABCB1 block	Avidin bead fluor	HRas wt GTP	Cdc42 wt	Rab2 wt GTP
CCN(CC)c1ccc(NC(=O)CN2CCN(c3ccccc3F)CC2)cc1	27	95	-12	0	99	98	0.0	8	100	101	97
Nc1nc(SCC(=O)N2CCc3ccccc32)[nH]c(=O)c1-c1ccccc1	-7	95	6	1	100	103	0.3	17	98	103	97
CCn1c(SCC(=O)Nc2c(C)n(C)n(-c3ccccc3)c2=O)nnc1-c1cccc(C)c1	-2	97	.	2	96	93	0.3	10	97	99	97
Cc1cccc(Cn2c(=O)n(CCCC(=O)NCc3ccco3)c(=O)c3ccccc32)c1	15	99	.	3	99	104	1.4	5	102	100	98
CCC(C(=O)Nc1ccccc1OC)n1c(C(=O)OC)cc2ccsc21 (stereo unspecified)	15	103	.	6	101	109	0.5	9	104	103	103
C/C(CC(=O)Nc1cc(C)ccn1)=N\NC(=O)c1ccc(C)cc1	-6	97	23	1	98	101	0.1	12	97	95	96
CC(C)NS(=O)(=O)c1ccc(OCC(=O)NCCC2=CCCCC2)cc1	-10	96	-1	6	99	102	-0.9	6	100	98	97
CC(=O)O[C@]1(C(C)=O)CC[C@H]2[C@@H]3C[C@H](C)C4=CC(=O)CC[C@]4(C)[C@H]3CC[C@@]21C	11	97	.	5	97	105	3.3	.	100	98	97
CCc1nn(C(C)C(=O)N2CCc3ccccc3C2)c(=O)c2cc3occc3n12 (stereo unspecified)	24	104	.	2	101	103	1.1	39	104	101	103
CCOC(=O)Cc1nnc(NC(=O)CSc2ccc(C)cc2)s1	7	100	-4	2	97	116	0.0	19	105	105	95
CCNc1ccc(C(=O)Nc2ccc3nc(C)sc3c2)cc1[N+](=O)[O-]	43	96	3	2	100	105	1.7	14	99	99	99
Cn1cccc1C(=O)N1CCN(c2cccc(C(F)(F)F)c2)CC1	2	102	3	7	98	102	0.7	11	101	99	103
O=C(NCCN1CCOCC1)c1csc2c1CCCC2	-12	100	.	0	100	104	0.1	5	102	103	102
Cc1cccc(-n2ncc3c(N4CCOCC4)ncnc32)c1	8	100	.	32	99	113	2.7	3	102	105	103
CC(C)OC(=O)CSc1nc(-c2ccc(F)cc2)cc(C(F)(F)F)n1	-8	97	.	2	101	101	0.3	6	99	100	97
COc1cc(OC)c(NC(=O)c2ccccc2F)cc1Cl	2	108	-9	14	93	94	1.1	9	97	93	96
Oc1ccccc1C1=NCCNC(C(F)(F)F)=C1	-2	106	-5	8	99	100	0.4	11	101	96	101
COCCn1c(=S)[nH]c2cc(C(=O)N3CCN(c4ccc(F)cc4)CC3)ccc2c1=O	7	102	.	0	99	106	0.0	25	100	104	99
COc1cc(NS(=O)(=O)c2ccc(NC(=O)/C=C/c3cccc([N+](=O)[O-])c3)cc2)ncn1	28	90	-7	3	86	79*	0.8	13	86	83	86
NC(=O)CSc1nnc2sc3ccccc3n12	15	102	.	4	100	102	0.4	6	100	101	98
N#C/C(=C(\O)C(F)(F)F)c1nnc2n1CCCCC2	1	106	-21	0	99	99	-0.2	11	100	98	101
O=C(/C=C/c1ccccc1)OCCCN=C1NS(=O)(=O)c2ccccc21	6	107	.	8	98	101	1.2	6	101	98	100
C/C(=N\NC(=S)NC(C)C)c1ccc(Cl)s1	-70	100	-16	-7	102	101	-1.0	5	99	104	99
COc1cccc(OCC(=O)Nc2ccc(OC)c(OC)c2)c1	5	99	.	14	99	99	1.0	19	101	103	101
CN(Cc1ccccc1)C(=O)CSc1cc(=O)n(C)c2ccccc12	17	94	-8	2	93	91	0.4	19	95	92	93
c1ccc2c(c1)[nH]c1nc3nncn3nc12	2	?	-20	0	?	?	0.3	10	?	?	?
COc1ccc(N(C(=O)c2ccccc2)S(=O)(=O)c2cccs2)cc1	24	106	-3	0	92	96	0.2	6	97	93	98
Cc1cc(C(=O)CSc2nnc(Nc3ccccc3)s2)c(C)n1CC1CCCO1 (stereo unspecified)	28	101	-15	2	98	103	0.7	33	100	100	99
COc1cc([N+](=O)[O-])cc(/C=N/NC(=O)C(C)Nc2cccc3ccccc23)c1O (stereo unspecified)	32	97	-27	12	96	100	2.6	15	98	98	97
Cc1ccc2nc(NC(=O)C3CCCN(S(=O)(=O)c4cccnc4)C3)sc2c1 (stereo unspecified)	2	102	.	1	98	106	0.4	6	101	105	102
Cc1ccc(CSCC(=O)N2CCOCC2)cc1	4	102	12	0	98	111	-0.2	13	103	105	100
CN(C)CCCn1c(SCC(=O)Nc2sc3c(c2C#N)CCCC3)nnc1-c1ccncc1	24	99	-28	1	94	95	0.2	7	96	95	100
